# Screening results from PubChem.
# SW480 rerep: induces DNA re-replication in SW480 colon adenocarcinoma cells. SW480 DNA re-replication, Hoechst DNA content imaging, 48 h. 340,000 tested, 1.8% active. Potency, µM (highest dose often 46.1 µM), for inactives: at the highest dose re-replication activation, usual class: activators; also: potency is read from the fitted curve at half-maximal effect; % of control where 0% means no effect; nearly all actives have a fitted effect of over 55% in size
#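 Per well, 250 cells were exposed to pinned compound for 48 hr. Nuclear DNA was visualised with Hoechst (40 min, 37 C) and total object intensity recorded by fluorescence scanning.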
# MCF10A rereplic: induces DNA re-replication in MCF 10a normal breast cells. MCF 10A DNA re-replication, Hoechst nuclear intensity, 48 h. Potency, µM (highest dose often 46.1 µM), inactives show at the top dose activity, positive = re-replication, hits mostly activators. 350,000 tested, 2.9% active; also: potency is read from the fitted curve at half-maximal effect; % of control where 0% means no effect; nearly all actives have a fitted effect of over 50% in size
# HT1080 IDH1KD tx: HT-1080 IDH1 knockdown cell toxicity (counter line). Potency, µM (series often up to 46.1 µM), for inactives: at the top dose activity, negative = toxicity, most hits filed as cytotoxic. 360,000 tested, 2% active. HT-1080 IDH1 knockdown viability, ATP luminescence, 48 h. AID 686971;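 also: potency is read from the fitted curve at half-maximal effect; 0% = DMSO wells and -100% = cell-free medium wells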
#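 Knockdown cells (IDH1KD HT-1080) received compounds 2 h after plating at 750 cells/well and were kept 48 h at 37 °C in 5% FBS RPMI. A CellTiter-Glo luminescence read gave % activity for curve fitting.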
# WRN helicase inh: WRN helicase (human) inhibition; Potency, µM (highest dose often 114 µM), for the others: top-dose activity change, negative = inhibition, usual class: inhibitors; 360,000 tested, 0.46% active; WRN helicase unwinding, fluorescent forked duplex, kinetic; AID 651768; also: potency is read from the fitted curve at half-maximal effect; % is scaled to controls: 0 for no effect and ±100 for the full control effect; nearly all actives have a fitted effect of over 55% in size
# Target sequence (Q14191 whole entry, looked up): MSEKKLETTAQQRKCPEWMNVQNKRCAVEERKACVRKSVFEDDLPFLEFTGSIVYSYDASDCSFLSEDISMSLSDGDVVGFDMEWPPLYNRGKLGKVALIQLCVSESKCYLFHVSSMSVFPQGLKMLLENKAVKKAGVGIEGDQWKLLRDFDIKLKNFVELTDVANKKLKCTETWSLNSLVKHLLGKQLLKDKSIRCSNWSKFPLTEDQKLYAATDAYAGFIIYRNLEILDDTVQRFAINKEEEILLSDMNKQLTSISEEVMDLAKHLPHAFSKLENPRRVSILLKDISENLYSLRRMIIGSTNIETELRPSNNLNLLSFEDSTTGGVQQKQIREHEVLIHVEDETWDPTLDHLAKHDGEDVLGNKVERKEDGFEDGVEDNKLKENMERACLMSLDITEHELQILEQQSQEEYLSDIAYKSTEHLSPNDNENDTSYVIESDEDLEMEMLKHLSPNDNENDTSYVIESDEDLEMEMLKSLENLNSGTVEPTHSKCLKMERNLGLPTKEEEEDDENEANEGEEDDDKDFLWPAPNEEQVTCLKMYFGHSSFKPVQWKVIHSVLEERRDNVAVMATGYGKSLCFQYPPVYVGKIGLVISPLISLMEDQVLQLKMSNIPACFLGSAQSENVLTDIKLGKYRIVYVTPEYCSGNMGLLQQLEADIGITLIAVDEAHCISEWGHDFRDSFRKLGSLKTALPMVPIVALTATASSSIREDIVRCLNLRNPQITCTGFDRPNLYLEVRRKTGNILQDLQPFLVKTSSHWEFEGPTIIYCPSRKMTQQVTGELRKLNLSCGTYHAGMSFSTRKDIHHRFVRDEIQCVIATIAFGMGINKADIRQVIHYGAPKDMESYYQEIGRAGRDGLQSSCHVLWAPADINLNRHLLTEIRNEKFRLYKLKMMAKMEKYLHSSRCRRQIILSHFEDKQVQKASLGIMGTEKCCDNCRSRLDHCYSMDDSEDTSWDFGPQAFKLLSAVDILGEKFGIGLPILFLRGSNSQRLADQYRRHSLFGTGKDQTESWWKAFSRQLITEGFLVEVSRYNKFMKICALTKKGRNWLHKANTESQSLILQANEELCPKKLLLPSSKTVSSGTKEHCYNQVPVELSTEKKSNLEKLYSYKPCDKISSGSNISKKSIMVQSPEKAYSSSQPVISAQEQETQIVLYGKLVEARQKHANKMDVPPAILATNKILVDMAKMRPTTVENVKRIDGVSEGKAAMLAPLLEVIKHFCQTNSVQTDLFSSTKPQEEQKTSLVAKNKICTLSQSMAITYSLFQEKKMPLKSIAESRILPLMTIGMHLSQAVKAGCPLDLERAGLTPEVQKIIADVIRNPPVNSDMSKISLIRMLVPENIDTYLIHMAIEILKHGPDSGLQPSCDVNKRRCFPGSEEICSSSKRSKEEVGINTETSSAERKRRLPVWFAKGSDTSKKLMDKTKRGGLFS
#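 Fluorescence dequenching readout, ex 525 nm/em 598 nm, kinetic mode: forked duplex DNA (100 nM final) with adjacent fluorophore and quencher unwound by WRN (20 nM final) with 2 mM ATP. Compound preincubation 15 min, room temperature.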
# HT1080-NT tox: kills 2HG-producing HT-1080-NT fibrosarcoma cells; HT-1080-NT fibrosarcoma viability, CellTiter-Glo ATP luminescence, 48 h; Potency, µM (doses to about 46.1 µM), without a hit: top-dose activity, negative = less viability, most hits filed as cytotoxic; 360,000 tested, 1.6% active; AID 686970;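 also: NT is the 2HG producing partner of a matched IDH1 knockdown line; potency is read from the fitted curve at half-maximal effect; 0% = DMSO-treated cells and -100% = media-only wells without cells; nearly all actives have a fitted effect of over 55% in size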
#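 HT-1080-NT fibrosarcoma cells (2HG-overproducing), 750 cells/well in RPMI with 5% FBS, dosed after 2 h and incubated 48 h at 37C. CellTiter-Glo luminescence normalized to DMSO and no-cell wells; concentration-response curves fitted and classed.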
# IL-1B inflam inh: inhibitors of inflammasome signaling (IL-1 beta secretion) | activity change, % at 57.5 µM | 360,000 tested, 4.7% active | THP-1 LPS/ATP IL-1B secretion, AlphaLISA, 16 h; hits give low values; in the data active = activity change below about -50%; inconclusive = mostly about -30% to -49%; also: % is scaled to controls: 0 for no effect and ±100 for the full control effect
#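 THP-1 cells pretreated 1 hr with compounds (up to 57.5 uM final), then stimulated with LPS (250 ng/mL final) plus ATP (1.25 mM final); secreted IL-1B measured by AlphaLISA after 16 hr, decreased signal indicating inhibition.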
# KB-V1 MDR tox: KB-V1 MDR subline cytotoxicity; KB-V1 MDR cells viability, CellTiter-Glo, 72 h; Potency, µM (highest dose often 46.1 µM), for the others: at the highest dose activity change, negative = cytotoxicity, usual class: cytotoxic; 400,000 tested, 3.4% active; also: potency is read from the fitted curve at half-maximal effect; % is scaled to controls: 0 for no effect and ±100 for the full control effect; nearly all actives have a fitted effect of over 60% in size
#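 qHTS viability screen in drug-selected KB-V1 MDR cells: 72 h compound treatment at 37 degrees C, ATP luminescence end point.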
# ATXN2 expr inh: ATXN2 expression inhibition; 360,000 tested, 0.72% active; HEK-293 ATXN2-luciferase reporter, luminescence, 24 h; AID 1745845; Potency, µM (titrated, usually from 57 µM), for the others: top-dose activity change, negative = inhibition, actives largely listed as inhibitors; also: potency is read from the fitted curve at half-maximal effect; % is scaled to controls: 0 for no effect and ±100 for the full control effect; nearly all actives have a fitted effect of over 55% in size
#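 ATXN2-luciferase reporter cells (luciferase flanked by upstream and downstream ATXN2 gene portions) were treated 24 h at 37 °C with compounds at up to 57 uM. SteadyGlo luminescence gave expression; GF-AFC fluorescence gave viability.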
# KB-3-1 cytotox: kills parental KB-3-1 adenocarcinoma cells; 400,000 tested, 1.4% active; KB-3-1 viability, CellTiter-Glo ATP luminescence, 72 h; Potency, µM (highest dose often 46.1 µM), for inactives: at the top dose activity change, negative = cytotoxic, actives largely listed as cytotoxic; AID 1347075; also: potency is read from the fitted curve at half-maximal effect; % is scaled to controls: 0 for no effect and ±100 for the full control effect; nearly all actives have a fitted effect of over 60% in size
#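 Here the drug-naive KB-3-1 line serves as comparator for MDR sub-line selectivity; cells received compound titrations, 72 h at 37 °C, then CellTiter-Glo readout.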
# * hit, by the source's call; ? = inconclusive; nt = no result given; [ ] = remark or other dose. Unless noted, calls follow the shape of the dose curve; as a rule, active = well fitted curve in the direction sought with a large enough effect; inconclusive = small, poorly fitted or top-dose-only effect, or another doubt; inactive = no such curve, though single readings can be large; an effect the other way counts as inactive or inconclusive.
No.	SMILES	SW480 rerep	MCF10A rereplic	HT1080 IDH1KD tx	WRN helicase inh	HT1080-NT tox
1	N/N=C/C(=N\Nc1ccc(Cl)cc1)C(=O)c1ccncc1	10µM*	-2%	?	-20%	?
2	CC1CCCCN1C(=O)C1COc2ccccc2O1 (configuration not stated)	-22%	0%	3%	-3%	8%
3	Cc1cccn2c(=O)nc(SCC(=O)c3ccc(Cl)cc3)nc12	-119%[inhibitor]	-9%	-13%	-1%	-12%
4	CC(=Nc1ccccc1O)c1sc2ccccc2c1O	9%	?	-8%	-6%	-8%
5	CN1CCN(CC(=O)Nc2nc3ccccc3s2)CC1	-5%	-2%	-1%	24%	-3%
6	O=C(Nc1nc(-c2ccc(F)c(F)c2)cs1)c1ccc(OCC2CCCO2)cc1 (configuration not stated)	1%	-3%	?	-35%[57.1 µM]	?
7	COc1ccc2c(c1)sc1nc(=O)ccn12	0%	?	19%	-11%	-3%
8	O=C(Nc1cc2c3c(c1)CC(=O)N3CCC2)c1ccccc1F	-8%	1%	-1%	-15%	4%
9	CC(NC(=O)/C(C#N)=C/c1ccc(N2CCOCC2)cc1)c1ccccc1 (configuration not stated)	?	21µM*	-17%	-6%	3%
10	COc1ccc(OC)c(NC(=S)N2CCN(Cc3ccccc3)CC2)c1	14%	-6%	-3%	2%	-4%
11	O=Cc1ccc(N2CCCC2)o1	4%	2%	1%	1%	11%
12	O=C(NC1CCCN(Cc2ccccc2F)C1)c1cccs1 (configuration not stated)	-11%	8%	-6%	-1%	-7%

No.	IL-1B inflam inh	KB-V1 MDR tox	ATXN2 expr inh	KB-3-1 cytotox
1	-51*	16%	-19%	2%
2	14	19%	5%	-12%
3	?	?	-15%	-3%
4	-2	-10%	nt	-16%
5	-7	4%	nt	0%
6	25	?	?	?
7	-8	-5%	-2%	?
8	5	?	32%	?
9	?	-6%	-17%	-10%
10	-10	8%	-9%	?
11	0	-2%	nt	1%
12	-1	13%	nt	0%

# Quoted at random: 6 records from the list, in no set order.
No.	SMILES	SW480 rerep	MCF10A rereplic	HT1080 IDH1KD tx	WRN helicase inh	HT1080-NT tox
9	CC(NC(=O)/C(C#N)=C/c1ccc(N2CCOCC2)cc1)c1ccccc1 (configuration not stated)	?	21µM*	-17%	-6%	3%
1	N/N=C/C(=N\Nc1ccc(Cl)cc1)C(=O)c1ccncc1	10µM*	-2%	?	-20%	?
11	O=Cc1ccc(N2CCCC2)o1	4%	2%	1%	1%	11%
3	Cc1cccn2c(=O)nc(SCC(=O)c3ccc(Cl)cc3)nc12	-119%[inhibitor]	-9%	-13%	-1%	-12%
7	COc1ccc2c(c1)sc1nc(=O)ccn12	0%	?	19%	-11%	-3%
10	COc1ccc(OC)c(NC(=S)N2CCN(Cc3ccccc3)CC2)c1	14%	-6%	-3%	2%	-4%

No.	IL-1B inflam inh	KB-V1 MDR tox	ATXN2 expr inh	KB-3-1 cytotox
9	?	-6%	-17%	-10%
1	-51*	16%	-19%	2%
11	0	-2%	nt	1%
3	?	?	-15%	-3%
7	-8	-5%	-2%	?
10	-10	8%	-9%	?

# (continued)
No.	SMILES	SW480 rerep	MCF10A rereplic	HT1080 IDH1KD tx	WRN helicase inh	HT1080-NT tox
13	CCN(CC)N=Nc1ccc(S(N)(=O)=O)cc1	-8%	0%	4%	-3%	26%
14	Cc1nc2ccc3nc(NC(=O)c4ccco4)sc3c2s1	-7%	6%	?	?	?
15	OC(CNc1nc2ccccc2s1)c1ccccc1 (configuration not stated)	-7%	-19%	5%	2%	2%
16	CCc1n[nH]c(=S)n1/N=C/c1ccc(NC(C)=O)cc1	-2%	-2%	4%	0%	0%
17	Cc1cc(C)c2sc(C)[n+](CCCS(=O)(=O)[O-])c2c1	5%	-5%	-3%	0%	0%
18	O=C(COC(=O)c1cccc2ccccc12)Nc1cccnc1Cl	-3%	-3%	9%	-19%	11%
19	O=C(NCC(=O)N1CCN(C/C=C/c2ccccc2)CC1)c1ccc(Br)cc1	-21%	-5%	-5%	1%	-1%
20	O=C(CS(=O)(=O)c1ccc2ccccc2c1)N1CCCCCC1	-8%	-7%	6%	3%	-1%
21	O=C(NCc1ccc2c(c1)OCO2)c1cc(-n2cnnc2)ccc1Cl	-21%	-2%	2%	3%	8%
22	CCC(C)NS(=O)(=O)c1ccc(NC(=O)C2CCCO2)cc1 (configuration not stated)	8%	17%	-2%	-1%	-12%
23	COc1cc2nc(/C=C/c3ccc(N(C)C)cc3)sc2cc1SC	21µM*	3.3µM*	-20%	0%	-14%
24	Clc1cccc(Cl)c1/C=C/c1ccn[nH]1	?	?	?	-17%	?

No.	IL-1B inflam inh	KB-V1 MDR tox	ATXN2 expr inh	KB-3-1 cytotox
13	6	13%	9%[11.3 µM]	-2%
14	-11	?	26%	?
15	-1	-4%	32%[activator]	-11%
16	39	17%	-14%	-7%
17	-3	15%	-6%	0%
18	8	?	8%	6%
19	-1	?	?	-29%
20	?	-26%	nt	-1%
21	6	10%	nt	0%
22	23	-2%	-20%	-18%
23	?	-15%	-18%	-2%
24	-2	0%	-12%	?

# New compounds follow.
No.	SMILES	SW480 rerep	MCF10A rereplic	HT1080 IDH1KD tx	WRN helicase inh	HT1080-NT tox
25	CCOC(=O)C1CCN(c2cc3c(cc2NC(=O)c2ccccc2Cl)n(C)c(=O)n3C)CC1	-16%	-5%	4%	-9%	11%
26	CC(C)C(NC(=O)c1cccnc1)C(=O)O (configuration not stated)	-87%[inhibitor]	-46%[inhibitor]	5%	7%	4%
27	COc1ccc(OC)c(NC(=O)COC(=O)CCCN2C(=O)c3ccccc3C2=O)c1	0%	-2%	15%	5%	7%
28	CC1(C(=O)NS(=O)(=O)C2CC2)CCCN(C(=O)c2ccc(F)cc2Cl)C1 (configuration not stated)	nt	nt	20%	-5%	15%
29	Cc1cccc(C)c1NC(=O)C1=C(O)c2ccccc2N(C)S1(=O)=O	-10%	-2%	26%	-8%	13%
30	CSc1nnc(-c2ccccc2)o1	-3%	-1%	21%	-8%	3%
31	Cc1ccccc1NC(=O)Cn1nc(C)c2ccccc2c1=O	?	-3%	16%	-23%	14%
32	Cc1ccnc(N2C(=O)c3ccccc3C2Nc2ccc3c(c2)OCCO3)c1 (configuration not stated)	-3%	0%	4%	-4%	8%
33	COc1ccc(Oc2cc(C)c3ccccc3n2)cc1	9%	23%	4%	-12%	12%
34	CC(C)=CCC[C@H](C)C[C@@H]1CC2=C(C(=O)OC(C)(C)O2)[C@H](c2ccc(F)cc2)O1	nt	nt	-16%	-11%	-7%
35	CCCC(c1nnnn1Cc1ccc(OC)cc1)N1CCN(c2ccccc2OC)CC1 (configuration not stated)	22%	?	-17%	-13%	-13%
36	O=C1CC(N2CCC(c3nc4ccccc4o3)CC2)C(=O)N1Cc1cccs1 (configuration not stated)	-1%	4%	2%	0%	2%

No.	IL-1B inflam inh	KB-V1 MDR tox	ATXN2 expr inh	KB-3-1 cytotox
25	-5	-9%	nt	10%
26	9	6%	-21%	10%
27	21	?	-7%	0%
28	29	-11%	5%	0%
29	9	2%	3%	-1%
30	-18	7%	17%	5%
31	7	?	2%	20%
32	-11	-18%	-4%	6%
33	-9	11%	25%	7%
34	0	5%	-1%	0%
35	8	-21%	-8%	-25%
36	18	-2%	-4%	6%

# Further results
No.	SMILES	SW480 rerep	MCF10A rereplic	HT1080 IDH1KD tx	WRN helicase inh	HT1080-NT tox
37	O=C(Nc1nc2c(s1)CCCC2)c1nn(Cc2ccccc2)c(=O)c2ccccc12	-5%	?	4%	-2%	2%
38	CC(=O)c1ccc(NC(=S)N2CCCCCC2)cc1	30%	-36%[inhibitor]	0%	-5%	3%
39	COc1ccc(CCNS(=O)(=O)c2ccc3c(c2)CC(C)N3C(C)=O)cc1OC (configuration not stated)	-1%	2%	-13%	0%	-10%
40	O=C1OC(Cc2ccccc2)C(c2ccccc2)C1=O (configuration not stated)	-3%	12%	18%	1%	22%
41	Cc1ccc(N(C(=O)C(F)(F)F)C(C(=O)NC2CCCCC2)c2ccncc2)cc1C (configuration not stated)	-3%	-2%	-3%	1%	4%
42	Cc1ccccc1C(=O)NC(C)C(c1cccs1)N1CCOCC1 (configuration not stated)	0%	14%	-1%	8%	-13%
43	O=C(Nc1ccccc1N1CCOCC1)c1ccc2nc[nH]c2c1	24%	12%	-16%	-34%	-7%
44	O=C(CN1CCOCC1)NN=C1CCCCCCCCCCC1	-7%	-3%	12%	-16%	13%
45	CCCCNC(=O)C1(C)CCN1C(=O)c1cccc(OC(C)=O)c1C (configuration not stated)	nt	nt	28%	-3%	?
46	CN(CC(=O)NNC(=O)CNC(=O)c1cccs1)S(=O)(=O)c1ccc(Cl)cc1	143%	-15%	1%	-8%	4%
47	Cc1cccc(CCN(CC(=O)NCc2ccc(F)cc2)C(=O)c2csnn2)c1	-11%	0%	-8%	-4%	-11%

No.	IL-1B inflam inh	KB-V1 MDR tox	ATXN2 expr inh	KB-3-1 cytotox
37	3	-1%	-12%	-7%
38	5	-2%	14%	-3%
39	31	-5%	-2%	-3%
40	-5	?	8%	0%
41	-8	8%	nt	-4%
42	-1	-1%	4%	7%
43	10	?	-4%	3%
44	-2	5%	2%	-5%
45	6	5%	-1%	0%
46	-2	-12%	8%	-2%
47	?	?	-4%	-10%

# The order is random; 12% or so of the library scored in one or more.
